AI-2 QS mod: Vibrio harveyi AI-2 quorum sensing modulators, primary screen, JMH597 strain, luminescence/OD600 ratio; Vibrio harveyi JMH597 AI-2 luminescence/OD600 ratio, 9 h; stronger effect = lower value; strain lacks LuxN and CqsS sensors; 0 = neutral-control median; activity change, % at 7.5 µM; actives 0.4% (n = 300,000); AID 2094, 2009; in the data active = activity change below about -75%, passing the limit was not always enough;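 note: luminescence divided by OD600 gain over 9 h not by final OD600 alone; inactives centre near 13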
IEC-6 cytotox: cytotoxicity in IEC-6 intestinal epithelial cells, primary screen, cytotoxicity control for KLF5 inhibitor project, cell-based, luminescence; actives 0.78% (n = 290,000); inhibition, % at 5 µM; IEC-6 cytotoxicity, luminescence viability; in the data active = inhibition above about 22%;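 note: 0% = plate median of test compound wells and 100% = cytotoxic reference compound wells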
KLF5 inh: KLF5 expression inhibitors, primary screen, DLD-1 cells, luminescence. DLD-1 KLF5 promoter-luciferase reporter. inhibition, % at 5 µM. actives 0.23% (n = 290,000). AID 1700, 2009;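 active = inhibition above a per-plate limit of that plate's mean compound inhibition plus 3 SD, cut at about 60% in these data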;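 note: 0% = DMSO wells and 100% = LY294002 at 200 µM; higher means less KLF5 promoter-driven luciferase light; inactives centre near -14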
HSF1 inh: HSF1 inhibitors in luciferase reporter cells, primary screen, cell-based, NIH3T3, luminescence; NIH3T3-HGL HSE-luciferase, MG132-induced, luminescence 8 h; stronger effect = lower value; actives 0.77% (n = 300,000); activity change, negative = inhibition, % at 7.5 µM (by protocol);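 active = more than half of replicate wells show activity change below -50%, luminescence cut by over half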;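 note: luciferase reports HSF-1 transcriptional activity via heat shock element; 0% = median of DMSO wells and -100% = zero luminescence signal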
GSK3beta inhib: human GSK3beta kinase inhibitors, primary screen, biochemical, cell-free homogeneous, HTS; Glycogen synthase kinase-3 beta (Homo sapiens), P49841; GST-GSK3beta kinase, ADP-Glo luminescence, 60 min; stronger effect = lower value; activity score (negative = inhibition), % at 10 µM; actives 0.038% (n = 300,000);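 active = more than half of replicate wells score below -50%, meaning over 50% inhibition versus plate controls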;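 note: 0% = median DMSO wells and -100% = median GW8510 positive control wells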
Target sequence (P49841 whole entry, looked up): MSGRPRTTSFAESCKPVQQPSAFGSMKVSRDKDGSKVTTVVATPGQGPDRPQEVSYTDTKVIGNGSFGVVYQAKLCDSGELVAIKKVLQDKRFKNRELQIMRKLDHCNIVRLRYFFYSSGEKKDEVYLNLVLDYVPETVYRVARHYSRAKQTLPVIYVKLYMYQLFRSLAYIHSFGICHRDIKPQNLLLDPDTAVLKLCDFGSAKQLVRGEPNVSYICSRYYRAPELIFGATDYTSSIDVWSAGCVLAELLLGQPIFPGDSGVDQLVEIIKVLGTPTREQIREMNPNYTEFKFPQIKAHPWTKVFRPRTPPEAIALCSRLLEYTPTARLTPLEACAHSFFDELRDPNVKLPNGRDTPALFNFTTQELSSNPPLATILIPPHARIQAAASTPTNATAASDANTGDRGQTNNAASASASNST
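Assay system: GST-fused GSK3beta enzyme, cell-free / Medium: Tris pH 7.5 buffer with MgCl2, DTT, BSA, heparin / Also added: peptide substrate plus 25 µM ATP (final) / Compound: 10 µM single point / Timing: kinase reaction with compound 60 min at room temperature / Detection: ADP-Glo luminescence / Benchmarks: DMSO neutral wells and GW8510 at 20 µM as positive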
aSyn 5UTR inh: MLPCN primary screen, SNCA 5' untranslated region. actives 0.82% (n = 300,000). alpha-synuclein 5'UTR reporter, inhibitor activity. AID 1813, 2009. inhibition, % (tested at 7.5 µM); in the data active = inhibition above about 60%;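 note: H4 neuroglioblastoma cells stably carrying SNCA 5'UTR luciferase fusion; 0% = DMSO wells and 100% = positive control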
GSK3 alpha inh: blockers of GSK3A enzyme activity – biochemical, luminescence, cell-free homogeneous, HTS, primary screen; Glycogen synthase kinase-3 alpha (Homo sapiens), P49840; GSK-3 alpha kinase, ADP-Glo luminescence, 60 min; inhibition, % at 10 µM; actives 0.1% (n = 320,000); AID 2650, 2010;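 in the data active = inhibition above about 50%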;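 note: GST-tagged GSK-3 alpha with peptide substrate and 25 µM ATP; 0% = DMSO neutral wells and 100% = GW8510 positive control wells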
Target sequence (P49840 whole entry, looked up): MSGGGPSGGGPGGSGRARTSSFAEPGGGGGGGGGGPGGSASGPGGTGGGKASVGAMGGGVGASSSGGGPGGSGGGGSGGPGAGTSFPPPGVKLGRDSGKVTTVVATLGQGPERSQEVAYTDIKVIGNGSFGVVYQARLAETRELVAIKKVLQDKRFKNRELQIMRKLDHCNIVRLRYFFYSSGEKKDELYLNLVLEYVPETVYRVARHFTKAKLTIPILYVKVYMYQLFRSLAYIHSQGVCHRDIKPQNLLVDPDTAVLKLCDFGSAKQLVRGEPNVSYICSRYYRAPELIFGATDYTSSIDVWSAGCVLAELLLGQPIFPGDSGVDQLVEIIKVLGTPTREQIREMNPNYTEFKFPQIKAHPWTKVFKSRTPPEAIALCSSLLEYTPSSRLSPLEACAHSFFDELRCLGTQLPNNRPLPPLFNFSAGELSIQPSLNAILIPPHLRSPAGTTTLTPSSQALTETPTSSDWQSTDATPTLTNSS
PolyA inhibitor: polyadenylation inhibitors in yeast reporter cells, primary screen, luminescence, S. cerevisiae. calls only at 12 µM. S. cerevisiae SKY197-pL101 polyadenylation reporter, beta-gal luminescence; efflux-impaired pdr1/pdr3 knockout yeast; score 100 = 6 SD above DMSO. actives 0.02% (n = 300,000);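 active = lowest replicate activity score at least 50, where 100 means six control SD above control mean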;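 note: yeast exposed to compound for 9 h at 30 °C; higher score means more reporter readthrough which indicates perturbed polyadenylation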
HSF1 activator: HSF-1 activators, primary screen, NIH3T3-HGL cells, MG132 stress, luminescence, single point | NIH3T3-HGL HSF-1 luciferase reporter, 8 h; 100% = twice DMSO control signal | activation, % at 9 µM | actives 1.7% (n = 300,000) | AID 504408, 2011;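 active = mean replicate activation of at least 50% with a set share of replicates each reaching 50%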;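 note: 0% = median of the neutral control wells and 100% = twice that signal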
HSP90 refold inh: HSP90 inhibitors, primary screen, cell lysate, luminescence; Heat shock protein HSP 90 (rabbit reticulocyte lysate; luciferase refolding); Rabbit reticulocyte lysate, luciferase refolding luminescence, 3 h; inhibition, % at 5.6 µM; actives 0.91% (n = 290,000); AID 1789, 2009;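 active = inhibition above the screen-wide mean plus 3 SD, computed separately per campaign, cut at about 16% in these data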;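 note: 0% = DMSO wells and 100% = 60 µM geldanamycin wells; inhibitors lower the luminescence because luciferase stays unfolded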
Active calls of the source: *; i = inactive; · = no result given. A portion of the library; count on the stated rates, not on these rows.

SMILES	AI-2 QS mod	IEC-6 cytotox	KLF5 inh	HSF1 inh	GSK3beta inhib	aSyn 5UTR inh	GSK3 alpha inh	PolyA inhibitor	HSF1 activator	HSP90 refold inh
COc1ccc(C2CC(c3ccco3)n3ncnc3N2)cc1 (centres undefined)	57	0	-17	-5	-24	8	0	i	-3	-1
Cc1ccc(OCC(=O)NCc2cccnc2)cc1	20	1	-21	-11	-2	-7	1	i	3	-1
CC(NC(=O)c1ccccc1Cl)C1CC2CCC1C2 (centres undefined)	37	3	-21	-3	3	-7	-2	i	-2	-4
Cn1c(COc2ccccc2)nnc1SCC(=O)Nc1ccc2c(c1)OCO2	20	-2	-12	3	3	-8	-2	i	-11	-4
CCCCCN(C(=O)CCCSc1nncs1)c1c(N)n(CCCC)c(=O)[nH]c1=O	2	4	-11	5	2	20	1	i	10	0
COc1ccc(N2CCN(c3ccc(NC(=O)C4CCCCC4)cc3C#N)CC2)cc1	8	-3	-3	-8	4	-20	-1	i	-8	-2
CCN(CC)c1ncccc1C(=O)NCc1cccs1	19	1	-40	-2	3	-13	0	i	2	-2
CCOc1ccc(NS(=O)(=O)c2cc(C(=O)N(CC)CC(=O)NCc3cccs3)ccc2C)cc1	4	·	·	4	0	10	-4	i	12	·
CC1(C)CC(=O)C2=C(C1)Nc1cc(C(=O)c3ccccc3)ccc1NC2c1ccccn1 (centres undefined)	29	-10	-20	10	-2	31	0	i	6	-1
CCOC(=O)c1ccc(NC(=O)CSc2nnc(C3CCCCC3)n2C)cc1	40	1	-26	-2	0	-23	1	i	6	-3
O=C(Nc1ccccc1-c1ccccc1)c1cccc(C(F)(F)F)c1	33	4	-20	-7	-3	28	-2	i	3	-1
COc1c(OC)c2[nH]c(=O)cc3c4ccccc4n(c1=O)c23	29	·	·	1	0	3	2	i	2	·
COCCN(C(=O)COC(=O)c1ccc(Cl)s1)c1c(N)n(Cc2ccccc2)c(=O)[nH]c1=O	34	·	·	-4	0	12	-3	i	2	·
COCCNC(=O)c1cc(-c2ccc(-c3ccccc3)cc2)nc2ccccc12	18	8	-48	35	3	-61	-3	i	64*	-3
CCCCC1=CC2=CC(=O)C(C)(OC(=O)CC)C(=O)C2=CN1CCc1c[nH]c2ccccc12 (centres undefined)	17	·	·	-6	1	19	-1	i	-13	·
Cn1ncc2nnn(-c3ccccc3)c(=O)c21	22	-2	-10	·	1	·	-2	·	·	-2
C/C(=N\NC1=NCCN1)c1ccc(N)c([N+](=O)[O-])c1	4	0	-31	-72*	0	-9	3	i	-75	4
CN(C)S(=O)(=O)N1CCCC(C(=O)c2ccc(C(F)(F)F)cc2)C1 (centres undefined)	33	0	-16	-9	2	-16	0	i	11	-1
C[C@@H](CSc1ccccc1)CN1CC[C@H](O)CCC1=O	-6	-6	6	5	-3	-5	-2	i	-9	4
O=C(Nc1ccc(O)c(-c2nc3ccccc3o2)c1)C1(c2ccccc2)CCCC1	51	-4	-12	1	0	4	-2	i	31	-2

Continued; the last three above are carried over.
SMILES	AI-2 QS mod	IEC-6 cytotox	KLF5 inh	HSF1 inh	GSK3beta inhib	aSyn 5UTR inh	GSK3 alpha inh	PolyA inhibitor	HSF1 activator	HSP90 refold inh
CN(C)S(=O)(=O)N1CCCC(C(=O)c2ccc(C(F)(F)F)cc2)C1 (centres undefined)	33	0	-16	-9	2	-16	0	i	11	-1
C[C@@H](CSc1ccccc1)CN1CC[C@H](O)CCC1=O	-6	-6	6	5	-3	-5	-2	i	-9	4
O=C(Nc1ccc(O)c(-c2nc3ccccc3o2)c1)C1(c2ccccc2)CCCC1	51	-4	-12	1	0	4	-2	i	31	-2
COC(=O)c1cc(Br)c(=O)n(Cc2ccncc2)c1	7	0	-4	-14	-4	10	·	i	8	-2
Cn1cc(/C=C(\C(=O)O)C(C(=O)O)=C2CCCCC2)c2ccccc21	25	2	-22	-8	4	0	-10	i	5	-3
O=C(Nc1ccc2c(c1)OCO2)C1(S(=O)(=O)c2ccc(Cl)cc2)CC1	-6	1	13	-3	2	-32	1	i	17	-2
CC(C)(C)c1ccc(C(=O)Nc2nnc(SCC(=O)NCC3CCCO3)s2)cc1 (centres undefined)	10	-8	46	-19	0	44	0	i	-28	36*
Cc1nnc(N/N=C/C(C)c2ccccc2)[nH]c1=O (centres undefined)	15	4	-17	-3	1	11	-1	i	1	1
CCc1nc(-c2ccccc2O)n(-c2ccccc2)n1	33	4	5	1	-1	-5	-1	i	-9	1
CC(=O)Nc1sc2c(c1C(c1cccc(F)c1)N1CCN(CCO)CC1)CCCC2 (centres undefined)	10	-9	-11	3	-1	5	·	i	13	-1
Cc1ccc(S(=O)(=O)N2CCN(S(=O)(=O)N3CCC(C)CC3)CC2)c(C)c1	24	3	3	-5	-4	11	-2	i	-12	1
O=C(Nc1nccs1)C1CCN(S(=O)(=O)c2cccnc2)CC1	25	·	·	3	-15	12	8	i	12	·
Clc1nc(CN2CCCCC2)nc2sc3c(c12)CCC3	27	-3	-10	-9	0	-57	-1	i	7	-1
CCOc1ccc(-n2c(=O)[nH]cc(C(=O)N3CCCc4ccccc43)c2=O)cc1	36	-8	-20	-7	4	13	-2	i	-4	-2
CSc1nc(-c2ccc(Cl)cc2)nn1C(=O)c1ccco1	21	-1	-65	6	1	-107	2	i	19	-4
O=C(CCC(=O)c1ccc(Oc2ccccc2)cc1)Nc1ccc(Cl)cc1Cl	17	-3	-1	3	1	18	-2	i	20	-2
Oc1c(C=NCc2ccc(F)cc2)[nH]c2ccc(Br)c(Cl)c12	6	4	-11	5	-1	-11	1	i	7	2
Cc1csc(CN(C)C(=O)CC2C(=O)NCCN2Cc2ccc(Cl)c(F)c2)n1 (centres undefined)	-6	2	-26	1	1	-17	0	i	5	-1
CCCCc1nc(SCC(=O)Nc2cccc(Cl)c2)n[nH]1	-8	5	1	1	2	4	3	i	3	-1
CN(C)S(=O)(=O)c1ccc2c(c1)C(=NO)c1cc(S(=O)(=O)N(C)C)ccc1-2	-24	12	-2	-4	2	7	0	i	-17	-1
COc1ccc(S(=O)(=O)N2CCCN(CC(=O)C(C)(C)C)CC2)cc1	17	-2	-20	2	4	-17	2	i	4	1
COCCCNC(=S)NC1CC2CCCC(C1)N2Cc1ccco1 (centres undefined)	10	-8	-24	4	1	16	2	i	2	0
CC1CN(C(=S)Nc2ccc(SC(F)F)cc2)CC(C)O1 (centres undefined)	6	0	-11	-2	1	14	4	i	13	-2

Reformatted with each value named: 2 of the compounds above.
> COCCN(C(=O)COC(=O)c1ccc(Cl)s1)c1c(N)n(Cc2ccccc2)c(=O)[nH]c1=O
  AI-2 QS mod: 34	IEC-6 cytotox: ·	KLF5 inh: ·	HSF1 inh: -4	GSK3beta inhib: 0	aSyn 5UTR inh: 12	GSK3 alpha inh: -3	PolyA inhibitor: i	HSF1 activator: 2	HSP90 refold inh: ·
> COCCNC(=O)c1cc(-c2ccc(-c3ccccc3)cc2)nc2ccccc12
  AI-2 QS mod: 18	IEC-6 cytotox: 8	KLF5 inh: -48	HSF1 inh: 35	GSK3beta inhib: 3	aSyn 5UTR inh: -61	GSK3 alpha inh: -3	PolyA inhibitor: i	HSF1 activator: 64*	HSP90 refold inh: -3

Additional records follow:
SMILES	AI-2 QS mod	IEC-6 cytotox	KLF5 inh	HSF1 inh	GSK3beta inhib	aSyn 5UTR inh	GSK3 alpha inh	PolyA inhibitor	HSF1 activator	HSP90 refold inh
Cc1ccc(-c2nn(-c3ccccc3)cc2C2CC(c3ccccc3)=NN2C(=O)CCC(=O)O)cc1 (centres undefined)	5	-5	0	-1	2	-1	-4	i	-5	-2
CCCn1c(N2CCOCC2)nc2c1c(=O)[nH]c(=O)n2C	6	0	-17	-3	2	4	2	i	3	4
Cc1ccc(S(=O)(=O)N2CCN(c3ccccc3)CC2)cc1C(N)=O	22	0	-4	-4	-1	5	0	i	3	-2
Nc1nc(Cl)nc2ncn(Cc3ccccc3)c12	25	-7	1	-12	-1	16	-2	i	-11	-6
O=C(CSc1nc(-c2ccccc2)cc(=O)[nH]1)N1CCc2ccccc21	·	-1	-12	·	·	·	1	·	·	4
Cc1cc(Nc2cccc(F)c2)n2nc(C)nc2n1	12	-7	7	0	1	12	1	i	3	-7
O=C(COC(=O)Cn1cnc2ccccc2c1=O)Nc1ccc2c(c1)OCO2	4	10	0	-3	2	18	-1	i	-6	4
CCC(C)(C)NC(=O)C(OC(=O)c1cc2sccc2n1C)c1ccc(OC)cc1 (centres undefined)	11	8	-5	9	2	22	-3	i	19	5
COC(=O)/C=c1/s/c(=C(/C#N)C(=O)N2CCCCC2)n(-c2ccccc2)c1=O	7	12	-8	-2	-3	-1	1	i	5	3
N#Cc1ccc(OCc2nnc3n2CCCCC3)cc1	-4	1	-5	0	-2	9	0	i	-4	1
CC(C)(O)C#Cc1ccc(C(=O)N2CCN(c3ccc(F)cc3)CC2)cc1	2	-1	9	2	4	-12	-6	i	2	-3
COc1ccc(CN2CCN(C3CCC3)CC2CCO)c(C)c1C (centres undefined)	28	-4	-12	-8	1	-13	-4	i	-5	-1
O=C(COc1ccccc1)N1CCN(S(=O)(=O)c2cccc([N+](=O)[O-])c2)CC1	4	-2	-31	-3	-2	1	1	i	-4	-1
O=C(Nc1cccc(S(=O)(=O)N2CCOCC2)c1)c1cnn2c(C(F)F)cc(-c3ccccc3)nc12	34	1	9	0	2	15	-2	i	14	-4
O=C1C(Cl)=C(NCCCN2CCOCC2)C(=O)N1CCc1ccccc1	16	8	19	-21	-1	-126	1	i	-37	6
O=C(CNS(=O)(=O)c1ccccc1)NCC(=O)OCc1ccc(Br)cc1	11	-4	-10	-7	-3	-5	-2	i	2	-3
Cc1cccc(Nc2c(-c3ccc(O)cc3)nc3ncccn23)c1	18	-5	-34	10	2	21	47	i	48	-5
COc1ccc(-c2cc(C)nc3c(-c4ccccc4)cnn23)cc1	18	2	-158	-16	-3	-38	·	i	-20	21*
Cc1cccc(C)c1NS(=O)(=O)c1c(C(=O)N2CCCCC2)c(C)n(C)c1C	10	-5	-9	-8	2	27	-1	i	-2	0
CCN(CC)C(=O)CSc1nnc(COc2cccc(C)c2)n1C	0	0	-12	-4	-1	13	0	i	-10	2
CCOC(=O)c1cc(-c2ccccc2)sc1NC(=O)CSc1nnc(N)s1	10	-3	-22	-12	-5	17	-4	i	-11	0
O=c1oc2c(O)cccc2cc1-c1nc2ccccc2[nH]1	3	6	-27	10	-1	-43	0	i	42	11

High-throughput results from PubChem BioAssay.
